# P. falciparum M17LAP: P. falciparum M17LAP inhibitors, primary screen, biochemical, fluorogenic H-Leu-NHMec substrate, 1536-well (AID 1619); recombinant M17LAP, H-Leu-NHMec fluorogenic kinetic assay; higher % means a stronger effect; inhibition, % at 30 µM, or IC50 in µM where a hit was titrated; 220,000 tested, 0.38% active;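 active means compound inhibiting the enzyme by more than half at any dose during confirmatory dose-response retesting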;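 further: plate controls were full reaction with DMSO carrier for no effect and no enzyme background for full effect; strong numbers were not always called active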
# Autophagy HCS: modulators of autophagy; MEF GFP-LC3 puncta imaging; test concentration mostly 10 µM; calls only at 10 µM (by protocol); 190,000 tested, 0.98% active; AID 463193;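 active means percentage of spot-positive cells more than 3 SD above its plate mean, without a fluorescence outlier flag or 80% toxicity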;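 further: spot-positive cell cutoff set from DMSO-treated cells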
# Yfh1-off respiration: enhancers of respiration in Yfh1-depleted yeast, dose response, Friedreich's ataxia, plus single-dose screen (AID 1465); S. cerevisiae Yfh1-off respiration, WST-1 reduction, 72 h; higher fold induction means a stronger effect; one-dose fold induction at 50 µM; EC50 in µM for titrated hits; 220,000 tested, 0.074% active;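 active means fold induction of absorbance versus untreated yeast above a set limit, then at least 30% activation at any dose in follow-up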;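 further: activators that raise dye reduction in frataxin-depleted yeast; strong numbers were not always called active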
# Dynein transport: blocks dynein driven cargo transport along microtubules; 3617.4 mouse cells, GR-EGFP nuclear translocation imaging; test concentration mostly 20 µM; stimulated with dexamethasone, 1 µM; stronger effect = lower value; z-score, hits read low; 220,000 tested, 0.47% active; AID 1381;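 active means plate z-score of nuclear minus cytoplasmic receptor signal below a set negative limit, without overly bright fluorescence or cell loss, cut at about -3.5 in these data, passing the limit was not always enough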;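 further: z-score of nuclear minus cytoplasmic ring GR-EGFP intensity difference per well; some compounds called inactive have numbers as strong as hits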
#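 Buffer or medium: tet-free, stripped-serum medium; Also added: dexamethasone, 1.0 µM final; Technique: high-content fluorescence imaging after fixation; Times: 48 h induction, 1 h compound, 30 min dex at 37 °C; Read-out: per-cell GR-EGFP intensity, nucleus versus surrounding cytoplasmic ring, well-averaged.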
# NOD2 inhibition: NOD2 signaling inhibitors, cell-based, luminescence, uHTS, HEK293 (AID 1566). HEK293 NOD2/NF-kB luciferase reporter, luminescence; higher % means a stronger effect. inhibition, % at 4 µM, or EC50 in µM where a hit was titrated. 290,000 tested, 0.63% active; in the data active means inhibition above about 50%; further: many of its hits are not listed in these tables
# Insulin prom up: MIN6 insulin promoter up-regulation | z-score at 5 µM | MIN6 insulin promoter-GFP reporter, high-content imaging; stronger effect = higher value | AID 1625 | 190,000 tested, 0.3% active;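 active means z-score above 3 at 5 µM with at least 500 cells counted in the well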
# b-catenin transl: beta-catenin nuclear translocation modulation | nuclear translocation activity, % at 5 µM | 190,000 tested, 0.3% active | HeLa beta-catenin nuclear translocation, immunofluorescence imaging | AID 1665;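 active means nuclear translocation activity above 50% at 5 µM, with a well cell count of 50 or more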;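 further: per-cell ratio of nuclear to cytoplasmic median beta-catenin stain intensity; plate controls were DMSO negative control for no effect and GSK-3 inhibitor IX positive control for full effect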
#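 Test system: human HeLa cells, native beta-catenin. Compound dosing: 5 µM primary single dose, 0.1% DMSO, 0.02–20 µM confirmation series. Incubation: compound exposure 24 h at 37°C. Detection: beta-catenin immunostaining with DAPI counterstain, 20x imaging, 6 fields/well. Read-out basis: Nuclear/cytoplasmic beta-catenin signal ratio, % activation.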
# NOD1 inhibition: inhibition of NOD1-driven NF-kB reporter – cell-based, luminescence, uHTS, primary screen (AID 1578) | one-dose inhibition, % at 4 µM; EC50 in µM for titrated hits | 290,000 tested, 1% active | NOD1-driven NF-kB luciferase reporter cells, luminescence; higher % means a stronger effect; in the data active means inhibition mostly above about 36%, no sharp cut-off; inactive means mostly below about 34%;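 further: HEK-293T reporter cells stimulated with the NOD1 agonist gamma-tri-DAP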
# MT stabilizer: stabilizes microtubules in HeLa cells | HeLa tubulin immunostaining HCS, 24 h; share of cells brighter than vehicle mean+2SD | % tubulin-high responders, % at 10 µM | 200,000 tested, 0.83% active | AID 2205;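 active means plate Z-score above 3 for both tubulin-high and condensed-nucleus cell shares, with cell loss under 80%, at 10 µM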;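 further: anti alpha tubulin signal scored within the nucleus-defined area of each cell; some results filed as inactive read as strong as hits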
# Dynein transport cytoplasmic EGFP: further read-out of Dynein transport, marked with its call; z-score; measured here: cytoplasmic GR-EGFP intensity; stronger effect = higher value
# Dynein transport nuclear GR-EGFP: second read-out of Dynein transport, no call of its own (marks repeat the call); z-score; measured here: nuclear GR-EGFP intensity;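 lower value marks the stronger effect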
# Dynein transport cell count: also measured in Dynein transport; calls as there; z-score; measured here: cell count per field
# Insulin prom up cell count: recorded beside Insulin prom up, whose call it bears; cell count; measured here: cytotoxicity, nuclei count;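 total cells summed across four imaged fields per well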
# b-catenin transl cell count 5 µM: also measured in b-catenin transl; calls as there; cell count; measured here: cell count, cytotoxicity flag
# MT stabilizer Hoechst-high %: second read-out of MT stabilizer, no call of its own (marks repeat the call); % Hoechst-high responders; measured here: nuclear condensation Hoechst responders;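 share of cells brighter than vehicle mean plus two SD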
# MT stabilizer cytotoxicity %: also measured in MT stabilizer; calls as there; toxicity, %; measured here: cytotoxicity by cell density;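 0% = mean cell density of plate MIN control wells and 100% = no cells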
# Autophagy HCS cell loss 18 h: second read-out of Autophagy HCS, no call of its own (marks repeat the call); toxicity, %; measured here: cell loss, nuclei count;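 cell loss after 18 h compound exposure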
# An asterisk follows results filed as active; i = inactive; nt = no result given. This is a subset. The share of hits here may be higher or lower than overall.
cpd	SMILES	P. falciparum M17LAP	Autophagy HCS	Autophagy HCS cell loss 18 h	Yfh1-off respiration	Dynein transport	Dynein transport cytoplasmic EGFP	Dynein transport nuclear GR-EGFP	Dynein transport cell count	NOD2 inhibition	Insulin prom up	Insulin prom up cell count	b-catenin transl	b-catenin transl cell count 5 µM	NOD1 inhibition	MT stabilizer	MT stabilizer Hoechst-high %	MT stabilizer cytotoxicity %
1	C=CCS(=O)(=O)c1cccc2cccnc12	-4.6%	i	-2.7	i	-0.0692	-0.26	-0.0903	-0.105	-31.7%	-0.83	1365	0.2	990	-8.5%	1.4	1.4	3.9
2	COc1cccc(CNC(=O)Cn2ncc3c(=O)oc4ccccc4c32)c1	-4.5%	nt	nt	i	0.559	-0.291	0.856	-0.266	11.7%	-0.97	1055	0.6	1270	-8.3%	nt	nt	nt
3	COc1ccc(N2CCN(S(=O)(=O)c3ccc(-n4cnnn4)c(C)c3)CC2)cc1	-12.3%	i	-4.7	i	-0.858	-0.289	-0.864	0.911	-5.2%	nt	nt	0.7	1038	-10.1%	2.4	2.8	7.2
4	CCOP(=O)(OCC)c1nc(-c2ccc(F)cc2)oc1NCc1ccccc1	-7.1%	i	-4.3	i	0.466	-0.278	0.73	-0.455	5.4%	-0.82	1649	-4.0	1030	-22.5%	3.0	3.5	6.3
5	COc1ccc(C(=O)C[n+]2cccc(C)c2C)cc1[N+](=O)[O-]	7.9%	i	-0.5	i	0.0773	-0.331	0.22	0.262	3.7%	-0.4	1609	-1.1	1005	-37.3%	3.4	2.1	6.3
6	CN(C)S(=O)(=O)c1cccc(-c2cn3ccccc3n2)c1	0.0%	i	20.9	i	0.55	-0.152	0.566	-1.22	-30.9%	-0.13	1443	-3.5	914	-57.9%	6.0	3.0	6.2
7	CCC(=O)Nc1ccc(S(=O)(=O)Nc2ccccn2)cc1	9.6%	i	73.8	i	-0.234	-0.386	-0.672	0.72	-4.4%	-0.56	1580	-0.2	1556	14.3%	3.1	2.2	10.9
8	COc1ccc(-c2nc3ccccc3s2)cc1NC(C)=O	1.3%	i	-4.4	i	-0.0357	-0.237	0.296	0.584	-126.0%	-0.01	1421	0.8	1513	-60.5%	1.5	2.9	7.9
9	Cc1ccccc1NS(=O)(=O)c1cc(C(=O)N2CCc3ccccc3C2)ccc1C	1.9%	i	-25.3	nt	-1.26	-0.189	0.0799	0.402	-12.2%	-0.64	1497	1.9	1367	-32.4%	3.2	1.4	4.4
10	COc1ccc(-c2nc3n(n2)C(c2ccccc2)C2=C(CCCC2=O)N3)cc1OC (stereo not given)	-11.0%	i	5.2	i	0.269	-0.316	-0.0538	0.257	2.4%	-0.13	1956	-1.7	1090	-12.5%	4.9	5.5	7.7
11	COc1ccc(Nc2nc(N)nc(CN3CCc4ccccc4C3)n2)cc1	1.0%	i	6.9	i	-1.21	-0.237	-0.607	0.358	-0.7%	-0.2	967	nt	nt	-6.6%	8.1	2.9	5.2
12	CC(C)[C@H](NC(=O)C1(c2ccccc2)CCN(C(=O)OC(C)(C)C)CC1)C(=O)O	13.7%	i	10.8	i	0.492	-0.0362	0.63	-0.235	9.5%	0.65	1264	-0.9	1103	7.1%	7.5	3.6	6.2
13	CCN(CC)S(=O)(=O)c1ccccc1/C=N\O	1.3%	i	19.5	i	2.13	-0.207	1.59	-0.921	-16.7%	1.13	800	-4.5	1047	-29.9%	1.9	2.2	13.4
14	CC(NC(=O)COC(=O)CCc1ccccc1)c1ccccc1 (stereo not given)	1.6%	i	4.4	i	-0.631	-0.33	-0.798	1.2	2.6%	0.57	1402	nt	nt	-15.6%	2.1	4.5	4.2
15	O=C(/C=C/c1cccc([N+](=O)[O-])c1)NCCSCc1ccc(Cl)cc1	-3.0%	i	7.3	i	0.62	-0.218	0.495	-0.946	-13.8%	-0.31	1222	0.4	913	-6.1%	2.0	2.0	2.4
16	CN(C)c1ccc(/C=N/NC(=O)C2CC2c2ccccc2)cc1 (stereo not given)	-5.5%	i	7.8	i	0.655	-0.342	0.762	0.343	-4.3%	0.08	1520	2.0	993	-23.7%	2.4	1.3	8.5
17	C(=N/N1CCN(c2ccccc2)CC1)/c1ccncc1	-0.8%	i	-8.2	i	-0.497	-0.234	-0.42	0.34	-2.9%	-0.57	1262	4.1	988	-6.3%	3.3	2.6	0.2
18	COc1ccc(-c2oc3ncn4nc(Cc5ccccc5)nc4c3c2-c2ccc(OC)cc2)cc1	-5.7%	i	3.1	i	-0.465	-0.277	-0.927	1.36	5.0%	nt	nt	nt	nt	-6.1%	1.6	1.8	6.3
19	CC1=NN(c2nc3ccccc3s2)C(O)(C(F)(F)F)C1 (stereo not given)	2.6%	nt	nt	i	0.154	-0.239	-0.33	0.524	-2.8%	0.21	1153	-0.8	1333	-12.2%	nt	nt	nt
20	CCC(c1nnnn1Cc1cccs1)N1CCN(c2nc3ccccc3s2)CC1 (stereo not given)	11.1%	i	9.7	i	-0.58	-0.19	-0.0935	0.395	4.2%	-1.86	1269	-0.2	1188	17.8%	4.6	2.9	7.1
21	c1ccc2c(c1)CCN(Cc1nnnn1Cc1ccc3c(c1)OCO3)C2	5.0%	i	-1.8	i	0.0975	-0.219	0.00889	-0.0464	-7.7%	nt	nt	-2.1	1255	-30.0%	3.8	2.1	7.5
22	COc1ccc(OC2OC3COC(C)(C)OC3C(O)C2NC(C)=O)cc1 (stereo not given)	-6.0%	i	-7.6	i	-0.886	-0.181	-0.614	0.77	3.1%	nt	nt	-1.8	638	-34.0%	3.7	1.9	4.8
23	O=C(c1cccc(Oc2c(Cl)cccc2[N+](=O)[O-])c1)N1CCCCC1	3.6%	i	10.2	i	-0.43	-0.212	-0.0647	0.564	-8.3%	-1.7	1452	0.5	991	-50.5%	1.3	2.6	3.9
24	CC(C)c1ccc(NC(=S)NC2CCN(Cc3ccccc3)CC2)cc1	3.8%	i	9.8	i	-0.161	-0.242	0.0535	0.539	13.6%	-0.19	1484	0.4	1068	-26.0%	2.3	1.7	5.3
25	COc1ccc(CNC(=O)CSc2nnnn2-c2ccc(O)cc2)cc1	-9.2%	i	-1.5	i	0.857	-0.0215	0.511	-0.0215	1.6%	0.41	1358	-6.1	1013	0.7%	5.4	3.8	1.8
26	CS(=O)(=O)N1CCC(CO)(Cc2ccccc2C(F)(F)F)CC1	3.2%	i	-15.8	i	0.879	-0.173	0.657	-1.31	-15.4%	0.11	1335	0.5	1054	-18.3%	3.9	1.2	10.0
27	O=C(Cn1nc(-c2ccccc2)ccc1=O)NCC1COCCO1 (stereo not given)	2.0%	i	-1.6	i	-0.0412	-0.197	-0.0596	0.208	15.2%	nt	nt	-0.3	1073	-24.3%	3.4	2.3	8.4
28	Oc1oc(-c2cccc3ccccc23)nc1C=NCc1ccccc1	10.7%	i	-7.5	i	-0.158	-0.14	0.455	0.897	nt	nt	nt	nt	nt	nt	3.0	1.5	8.5
29	Cc1nn(-c2ccccc2)c(-c2ccccc2[N+](=O)[O-])c1C(=O)O	1.4%	nt	nt	i	-0.363	-0.0997	-0.387	0.892	15.3%	-0.24	1491	-1.3	1205	-6.9%	nt	nt	nt
30	CC(C)(C)NC(=O)NC(=O)COC(=O)c1cc[n+]([O-])cc1	1.6%	i	-3.0	i	0.861	-0.232	0.352	0.814	8.5%	-0.33	1436	-2.9	730	-20.9%	3.5	2.3	1.8
31	CC(CCc1ccccc1)NCC#N (stereo not given)	-0.8%	nt	nt	i	0.329	-0.257	0.253	-0.338	19.5%	-0.04	949	0.7	1372	0.2%	nt	nt	nt
32	COc1ccccc1NC(=S)N(Cc1ccc(Cl)cc1)CC1CCC(C(=O)O)CC1 (stereo not given)	12.6%	i	-5.6	i	-0.573	-0.324	0.0715	0.628	3.1%	-0.28	1298	0.4	1074	-29.6%	2.2	1.7	7.4

# Whole records, looked up by structure. Screens in order: P. falciparum M17LAP, Autophagy HCS, Autophagy HCS cell loss 18 h, Yfh1-off respiration, Dynein transport, Dynein transport cytoplasmic EGFP, Dynein transport nuclear GR-EGFP, Dynein transport cell count, NOD2 inhibition, Insulin prom up, Insulin prom up cell count, b-catenin transl, b-catenin transl cell count 5 µM, NOD1 inhibition, MT stabilizer, MT stabilizer Hoechst-high %, MT stabilizer cytotoxicity %
# CN(C)c1ccc(/C=N/NC(=O)C2CC2c2ccccc2)cc1 (stereo not given) as listed: -5.5%, i, 7.8, i, 0.655, -0.342, 0.762, 0.343, -4.3%, 0.08, 1520, 2.0, 993, -23.7%, 2.4, 1.3, 8.5
# COc1ccccc1NC(=S)N(Cc1ccc(Cl)cc1)CC1CCC(C(=O)O)CC1 (stereo not given) as listed: 12.6%, i, -5.6, i, -0.573, -0.324, 0.0715, 0.628, 3.1%, -0.28, 1298, 0.4, 1074, -29.6%, 2.2, 1.7, 7.4
# CN(C)S(=O)(=O)c1cccc(-c2cn3ccccc3n2)c1 as listed: 0.0%, i, 20.9, i, 0.55, -0.152, 0.566, -1.22, -30.9%, -0.13, 1443, -3.5, 914, -57.9%, 6.0, 3.0, 6.2
# O=C(Cn1nc(-c2ccccc2)ccc1=O)NCC1COCCO1 (stereo not given) as listed: 2.0%, i, -1.6, i, -0.0412, -0.197, -0.0596, 0.208, 15.2%, nt, nt, -0.3, 1073, -24.3%, 3.4, 2.3, 8.4
